Screens: PubChem BioAssay, several laboratories
NadD inh: blocks S. aureus nicotinate mononucleotide adenylyltransferase. AID 602399. 360,000 compounds, 0.78% hits. inhibition, % at 20 µM. purified NadD enzyme, colorimetric absorbance read-out; in the data active = inhibition above about 26%; also: some compounds past the cut are filed as inactive
LMPTP block: blocks human LMPTP phosphatase | recombinant LMPTP-A, OMFP fluorogenic substrate, fluorescence intensity | inhibition, % at 20 µM | 360,000 compounds, 0.22% hits | AID 651560;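 active = compounds that cut the enzyme signal by at least half of the control window in the single-dose screen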;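 also: plate controls were DMSO wells with enzyme plus substrate for no effect and substrate without enzyme for full effect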
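Material: LMPTP-A; amount: 0.625 nM enzyme; doses: single 20 µM dose; times: reaction 50 min, room temperature, dark; technique: fluorescence intensity of OMFP turnover product; benchmarks: no-enzyme and uninhibited controls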
Rpn11 block: inhibitors of human proteasome Rpn11. O00487. human 26S proteasome, Ub4-pepOG fluorescence polarization; 20S core pre-blocked with epoxomicin. calls only at 20 µM. 360,000 compounds, 0.59% hits;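 active = inhibition at 20 µM, scaled to each plate's controls, above about 33%, limit read from the data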
Tb MetRS inh: Trypanosoma brucei MetRS inhibition; purified T. brucei MetRS, ATP depletion, Kinase-Glo luminescence; inhibition, % at 11.9 µM; 360,000 compounds, 0.4% hits; AID 624268;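 active = inhibition above a per-plate cutoff of the control wells' mean inhibition plus 3 SD, cut at about 5.5% in these data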;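 also: 0% = DMSO wells median and 100% = median of wells with control inhibitor compound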
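Material – parasite MetRS enzyme · Medium – HEPES-MgCl2-KCl buffer plus DTT, spermine, BSA, pyrophosphatase · Reagent – ATP, methionine and E. coli bulk tRNA substrates · Times – 15 min enzyme-compound preincubation, 2 h reaction, 10 min detection, 25 °C · Measured by – luminescence of leftover ATP · Evaluation – percent inhibition relative to median high and low control wells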
STEP block: inhibitors of human striatal-enriched phosphatase STEP; 360,000 compounds, 0.25% hits; recombinant STEP, OMFP fluorogenic substrate, fluorescence; inhibition, % at 20 µM; P54829;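 active = inhibition at 20 µM, scaled per plate between control wells, above about 37%, limit read from the data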;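 also: 0% = DMSO with enzyme and substrate and 100% = substrate only without enzyme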
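Measure: Control-normalized % inhibition with plate pattern correction | Test system: STEP phosphatase, cell-free reaction | Medium: pH 6.0 Bis-Tris with DTT and Tween 20 | Technique: Fluorescence, 480/540 nm | Times: Reaction 20 min, ambient temperature | Doses: Single compound dose of 20 µM, 1% DMSO final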
SUMO1 PPI mod: alters human SUMO1 binding to SIM partners. AID 602429. SUMO1 binding to a labelled peptide, TR-FRET, 1 h. inhibition, % at 20 µM. 360,000 compounds, 0.33% hits; in the data active = inhibition above about 37%
PABP1 MLLE inh: inhibitors of microRNA-mediated deadenylation, human PABP1 MLLE binding. P11940. GST-MLLE / FITC-PAM2 fluorescence polarization. inhibition, % at 20 µM. 360,000 compounds, 0.36% hits; in the data active = inhibition above about 35%, passing the limit was not always enough;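 also: plate controls were DMSO wells with GST-MLLE for no effect and wells lacking GST-MLLE protein for full effect; some results filed as inactive read as strong as hits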
CSN inh: inhibitors of human CSN-mediated cullin deneddylation; Q92905; Purified CSN, SCF-Nedd8-OG deneddylation, fluorescence polarization; inhibition, % at 12.5 µM; 360,000 compounds, 0.38% hits; AID 651999;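 active = pattern-corrected inhibition above about 35%, with an unprinted fluorescence ratio check between 0.5 and 1.5, limit read from the data, passing the limit was not always enough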;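 also: 0% = enzyme with substrate and 100% = substrate without enzyme; some results filed as inactive read as strong as hits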
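Assay system: HEK293T-derived human Csn5 enzyme; quantity: 0.24 nM enzyme; medium: Tris/NaCl/DTT buffer, pH 7.5; also added: substrate SCFSkp2-Nedd8OG, 10 nM; doses: 12.5 µM compound; schedule: 90 min reaction at room temperature; signal: FP; read-out: % inhibition of substrate cleavage by Csn5; benchmarks: substrate-only high control, full reaction low control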
DNMT1 inh: blocks human DNA methyltransferase DNMT1 | P26358 | DNMT1 molecular beacon, Hinp1I cleavage, fluorescence | inhibition (reported as % activation of signal), % at 10 µM | 360,000 compounds, 0.83% hits; in the data active = inhibition above about 50%
Target sequence (P26358 504-1616 limits assumed): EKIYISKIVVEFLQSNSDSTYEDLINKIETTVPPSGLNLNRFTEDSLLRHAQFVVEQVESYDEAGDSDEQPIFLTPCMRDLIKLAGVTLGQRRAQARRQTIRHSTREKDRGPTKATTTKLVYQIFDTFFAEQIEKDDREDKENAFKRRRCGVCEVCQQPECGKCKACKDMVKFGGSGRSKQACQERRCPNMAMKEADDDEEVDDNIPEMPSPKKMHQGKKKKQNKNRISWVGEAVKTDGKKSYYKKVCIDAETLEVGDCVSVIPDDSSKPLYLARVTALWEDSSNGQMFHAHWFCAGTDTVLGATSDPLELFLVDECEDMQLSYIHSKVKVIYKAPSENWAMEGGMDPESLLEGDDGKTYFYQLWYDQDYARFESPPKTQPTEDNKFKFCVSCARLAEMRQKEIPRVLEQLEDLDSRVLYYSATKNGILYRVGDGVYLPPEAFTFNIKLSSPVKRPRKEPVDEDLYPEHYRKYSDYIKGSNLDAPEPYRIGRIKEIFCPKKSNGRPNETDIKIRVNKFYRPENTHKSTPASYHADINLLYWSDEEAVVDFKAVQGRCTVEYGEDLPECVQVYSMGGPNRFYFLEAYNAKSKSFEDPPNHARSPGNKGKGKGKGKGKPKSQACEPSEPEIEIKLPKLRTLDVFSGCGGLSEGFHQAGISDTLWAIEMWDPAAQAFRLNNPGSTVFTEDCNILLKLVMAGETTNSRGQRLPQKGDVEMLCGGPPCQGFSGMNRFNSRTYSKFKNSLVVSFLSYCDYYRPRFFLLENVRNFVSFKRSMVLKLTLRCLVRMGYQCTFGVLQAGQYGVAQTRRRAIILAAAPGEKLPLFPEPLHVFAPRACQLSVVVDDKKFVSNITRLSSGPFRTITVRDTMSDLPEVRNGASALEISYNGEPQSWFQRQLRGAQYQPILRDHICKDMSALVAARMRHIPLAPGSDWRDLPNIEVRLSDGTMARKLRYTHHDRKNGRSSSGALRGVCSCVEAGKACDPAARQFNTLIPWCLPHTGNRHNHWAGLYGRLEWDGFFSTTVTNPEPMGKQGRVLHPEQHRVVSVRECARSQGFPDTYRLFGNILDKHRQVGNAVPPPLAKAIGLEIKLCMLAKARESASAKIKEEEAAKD
Scp-1 inhibitor: Scp-1 (human) phosphatase inhibition. Q9GZU7. inhibition, % at 20 µM. Recombinant Scp1, phosphopeptide, malachite green phosphate absorbance. 340,000 compounds, 0.88% hits;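 active = inhibition above about 50% at 20 µM, limit read from the data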;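 also: plate controls were DMSO wells with enzyme for no effect and wells lacking enzyme for full effect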
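Test system: SCP-1 phosphatase catalytic domain, residues 76-261; measured by: colorimetric phosphate reagent with accelerator and stabiliser, absorbance at 630 nm; timing: enzyme reaction 45 min at room temperature, colour 5 min, stabilisation 30 min; also added: Phosphorylated 17-residue peptide substrate; compound dosing: one concentration, 20 µM, with 1.0% DMSO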
* hit, by the source's call; i = inactive; nt = no result given.

No. | compound | NadD inh | LMPTP block | Rpn11 block | Tb MetRS inh | STEP block
1 | CCCN(CC(=O)Nc1ccc(F)c(F)c1F)C(=O)C1=COCCO1 | 2 | -1.1 | i | -0.4 | -2
2 | COc1ccc(C2NC(=O)NC(C)=C2C(=O)OCc2ccccc2)cc1 (stereo not drawn) | 0 | -1.8 | i | -0.8 | -4
3 | O=C(c1cc(-c2ccc(O)cc2)on1)N1CCN(c2ccccc2)CC1 | -5 | 0.6 | i | -0.1 | -3
4 | COc1ccc(OC)c(/C=N/NC(=O)CCN2CCN(C(c3ccccc3)c3ccccc3)CC2)c1 | 0 | 4.5 | i | -1.2 | 4
5 | COc1ccccc1NC(=O)Nc1nn(C)c2cccc(N(C)C)c12 | -7 | 1.5 | i | -0.5 | 2
6 | N#Cc1c2c(c(NCc3cccnc3)n3c1nc1ccccc13)CCC2 | 2 | 5.0 | i | -0.2 | 2
7 | O=C1CCCC/C1=C/Nc1cccc(C(F)(F)F)c1 | -2 | 0.9 | i | -0.6 | 1
8 | O=C(Cc1c(C(=O)O)[nH]c2ccccc12)NCCN1CCN(c2ccccc2F)CC1 | 8 | -1.0 | i | 0.0 | 5
9 | COc1ccc(C(=O)NC(=S)Nc2cccc3cc(O)ccc23)cc1OC | 6 | 3.2 | i | 0.4 | 0
10 | COc1ccc(-c2cccc(C(=O)N3CCOCC3)c2)cc1 | -5 | -2.7 | i | -0.3 | -1
11 | COCc1cccc(-c2csc(C(C)(NC(C)=O)c3ccccc3)n2)c1 (stereo not drawn) | 1 | -1.3 | i | 0.0 | -1
12 | Nc1nnc(CC(=O)N/N=C/c2ccccc2OCc2ccc(F)cc2)s1 | -2 | 0.1 | i | 0.3 | 2
13 | Cc1ccc(OCC(=O)NC(=S)Nc2cccc(NC(=O)c3ccc(Cl)cc3Cl)c2)cc1 | 21 | 2.4 | i | -1.7 | 2
14 | CCOc1cc(CNCc2ccncc2)cc(Br)c1OCc1ccccc1F | -7 | -1.4 | i | 0.2 | 0
15 | COc1cccc(CNC(C)C(=O)Nc2ccc(S(=O)(=O)N3CCCC3)cc2)c1 (stereo not drawn) | 0 | 0.0 | i | -0.1 | -1

No. | SUMO1 PPI mod | PABP1 MLLE inh | CSN inh | DNMT1 inh | Scp-1 inhibitor
1 | 0 | -84 | -3 | 1 | 8
2 | 7 | -5 | 1 | -2 | 0
3 | -1 | 7 | 1 | 0 | -4
4 | -2 | -9 | -9 | 0 | 0
5 | 5 | 13 | 1 | -1 | -1
6 | -8 | 12 | -6 | 5 | 5
7 | -5 | -4 | 0 | 2 | -9
8 | -2 | 3 | -2 | 24 | -7
9 | -3 | 13 | 3 | -14 | -2
10 | 0 | 5 | 5 | 0 | -14
11 | -2 | 2 | 2 | 3 | nt
12 | -7 | -8 | 0 | 4 | -7
13 | -3 | 16 | 3 | 14 | 8
14 | 1 | -1 | 2 | -1 | -10
15 | -1 | 3 | -3 | 2 | -7

New compounds follow
No. | compound | NadD inh | LMPTP block | Rpn11 block | Tb MetRS inh | STEP block
16 | O=C(CSc1nnc2sc3ccccc3n12)N1CCN(c2ccccc2)CC1 | 2 | -1.4 | i | -1.4 | -3
17 | CCOCCCNC(=O)C(c1ccccc1)N(Cc1cccs1)C(=O)CNC(=O)c1ccccc1 (stereo not drawn) | -6 | -1.5 | i | -0.5 | 2
18 | COc1ccc2c(c1)C(c1ccccc1)=NNC(c1ccco1)=N2 | -2 | 0.9 | i | -0.3 | -1
19 | NC(c1csc(NC(=O)Nc2ccc(OC(F)(F)F)cc2)n1)C1CCCCC1 (stereo not drawn) | 12 | -2.6 | i | -0.2 | -2
20 | O=C(c1cccc(NS(=O)(=O)c2cccc(F)c2)c1)N1CCN(c2ccccc2)CC1 | -3 | -0.4 | i | 1.0 | 2
21 | Cc1cccc(OCCCCCN2CCOCC2)c1C | 1 | 0.8 | i | 0.0 | 0
22 | Cc1ccc(S(=O)(=O)N2CCCCC2)cc1NC(=O)c1ccccn1 | -2 | -0.1 | i | -0.3 | -3
23 | CCN(CC)c1nc(C)c2c(c1C#N)CC(C)(C)OC2 | 1 | -0.9 | i | -0.6 | -1
24 | Cc1[nH]c2ccc(C(=O)NCCCN3CCN(C)CC3)cc2c1C | -3 | -7.3 | i | -0.5 | -5
25 | C/C=C\C(=O)Nc1cccc(C2=NOC3(C2)C[C@@H](C(N)=O)N(C(=O)CCCCC)C3)c1 (stereo partly drawn) | 3 | -0.3 | i | -0.1 | 1
26 | COc1ccc(NC(=O)CSc2nnc(Cc3cccs3)n2C)cc1 | -4 | -1.8 | i | -0.6 | -1
27 | O=C(O)CSC(NC(=O)c1cccnc1)(C(F)(F)F)C(F)(F)F | -4 | 0.4 | i | -0.7 | -3
28 | O=C(NC(Cc1c[nH]c2ccccc12)C(=O)O)c1cccs1 (stereo not drawn) | -4 | -0.5 | i | -0.1 | 2
29 | COc1ccccc1OCc1ccc(C(=O)N/N=C/c2ccco2)cc1 | -5 | -1.6 | i | -0.7 | -2
30 | Cc1ccc(CN(C)CCc2ccccn2)cc1 | -5 | -1.0 | i | -0.4 | -7

No. | SUMO1 PPI mod | PABP1 MLLE inh | CSN inh | DNMT1 inh | Scp-1 inhibitor
16 | -3 | -16 | 0 | 0 | 5
17 | 2 | 3 | -2 | 21 | -2
18 | -3 | 8 | -4 | -9 | -8
19 | -84 | -14 | 12 | -2 | nt
20 | 4 | -3 | -2 | 3 | -8
21 | 2 | 3 | 2 | 0 | -2
22 | -1 | 15 | -2 | -5 | 42
23 | 2 | 12 | 2 | 3 | -7
24 | -7 | 0 | -5 | -2 | 12
25 | 4 | -1 | 4 | 8 | -5
26 | -1 | -6 | 4 | 2 | -5
27 | -5 | 22 | 2 | -1 | 0
28 | 2 | -2 | -6 | -2 | -3
29 | -7 | 8 | -3 | 0 | -3
30 | 4 | 7 | 6 | 4 | 3

Next section
No. | compound | NadD inh | LMPTP block | Rpn11 block | Tb MetRS inh | STEP block
31 | CCC(O)(CC)C(=O)N(Nc1ccc(C)cc1)c1ccc(C)cc1 | -7 | 1.0 | i | -0.8 | 2
32 | COc1ccc(Oc2ccc(C(F)(F)F)cc2NC(=O)CC(CC(=O)O)c2ccccc2)cc1 (stereo not drawn) | 1 | -0.2 | i | -0.3 | -3
33 | NS(=O)(=O)c1ccc(CCNC(=O)COC(=O)COc2cccc(C(F)(F)F)c2)cc1 | 1 | -0.3 | i | -0.2 | -1
34 | COc1ccc(C2C(C(=O)Nc3ccc(OC)c(OC)c3)c3ccccc3C(=O)N2C)cc1 (stereo not drawn) | 0 | -2.0 | i | 0.0 | -2
35 | CS(=O)(=O)N1CCC(Oc2ccccc2C(=O)N2CCN(CC3CC3)CC2)CC1 | 2 | 0.3 | i | 1.2 | 0
36 | CC(=O)Nc1c(Nc2ccccc2)c2ccccc2oc1=O | -2 | -0.7 | i | -0.6 | 1
37 | COc1ccc(CNC(=O)CCC2N=C3c4ccccc4N=C(SCC(=O)NCC4CCCO4)N3C2=O)cc1 (stereo not drawn) | 4 | 0.3 | i | -0.3 | -2
38 | CCCCCC(=O)N1C[C@H](O)[C@@H](n2cc(COC(=O)c3ccccc3)nn2)C[C@@H]1c1ccccc1 | -6 | -1.9 | i | -1.2 | -1
39 | O=C(Cc1ccccc1)Nc1ccc(C(=O)NCc2ccccc2)cc1 | 1 | 1.5 | i | 0.5 | 1
40 | CC1CCCCC1NC(=O)c1cc(Cl)nc2ccccc12 (stereo not drawn) | 2 | -0.3 | i | 0.0 | -2
41 | CCOc1ccc(S(=O)(=O)N2CCN(c3ccccc3F)CC2)c2cccnc12 | 4 | -0.1 | i | -1.3 | 1
42 | CCN(CC)S(=O)(=O)c1ccc(Cl)c(NC(=O)COc2ccc(OC)cc2[N+](=O)[O-])c1 | -5 | -1.1 | i | 0.2 | -2
43 | Cc1ccc(C2(C)NC(=O)N(CC(=O)N(c3ccccc3)C3CCS(=O)(=O)C3)C2=O)cc1 (stereo not drawn) | -1 | 0.2 | i | 0.2 | -3
44 | Cc1cc(NC(=O)CCN2CC(C)OC(C)C2)ccc1Br (stereo not drawn) | -5 | -3.6 | i | -0.5 | 0
45 | CCC1CCCCN1C(=S)Nc1ccc(C(C)=O)cc1 (stereo not drawn) | -1 | -2.0 | i | 0.0 | -4

No. | SUMO1 PPI mod | PABP1 MLLE inh | CSN inh | DNMT1 inh | Scp-1 inhibitor
31 | 5 | 2 | 2 | 0 | -1
32 | 5 | 0 | 0 | 2 | -11
33 | 0 | -5 | -1 | 2 | -7
34 | -2 | -2 | -5 | 1 | -5
35 | -3 | -1 | 17 | -3 | -5
36 | -1 | 47* | -6 | 2 | 3
37 | 1 | -70 | -3 | 2 | 1
38 | 15 | -10 | -4 | -6 | nt
39 | -2 | -9 | 0 | -1 | -10
40 | -4 | -24 | 1 | 2 | nt
41 | -3 | 4 | -10 | 0 | 2
42 | -4 | -4 | -2 | 12 | 0
43 | 3 | -30 | 2 | -1 | -7
44 | 2 | 1 | 2 | 4 | 1
45 | 1 | -33 | -10 | -1 | -1

6 compounds drawn at random from the list so far:
No. | compound | NadD inh | LMPTP block | Rpn11 block | Tb MetRS inh | STEP block
11 | COCc1cccc(-c2csc(C(C)(NC(C)=O)c3ccccc3)n2)c1 (stereo not drawn) | 1 | -1.3 | i | 0.0 | -1
33 | NS(=O)(=O)c1ccc(CCNC(=O)COC(=O)COc2cccc(C(F)(F)F)c2)cc1 | 1 | -0.3 | i | -0.2 | -1
20 | O=C(c1cccc(NS(=O)(=O)c2cccc(F)c2)c1)N1CCN(c2ccccc2)CC1 | -3 | -0.4 | i | 1.0 | 2
8 | O=C(Cc1c(C(=O)O)[nH]c2ccccc12)NCCN1CCN(c2ccccc2F)CC1 | 8 | -1.0 | i | 0.0 | 5
5 | COc1ccccc1NC(=O)Nc1nn(C)c2cccc(N(C)C)c12 | -7 | 1.5 | i | -0.5 | 2
12 | Nc1nnc(CC(=O)N/N=C/c2ccccc2OCc2ccc(F)cc2)s1 | -2 | 0.1 | i | 0.3 | 2

No. | SUMO1 PPI mod | PABP1 MLLE inh | CSN inh | DNMT1 inh | Scp-1 inhibitor
11 | -2 | 2 | 2 | 3 | nt
33 | 0 | -5 | -1 | 2 | -7
20 | 4 | -3 | -2 | 3 | -8
8 | -2 | 3 | -2 | 24 | -7
5 | 5 | 13 | 1 | -1 | -1
12 | -7 | -8 | 0 | 4 | -7
